D2 potentiator = HTS Assay for Positive Allosteric Modulators of the Human D2 Dopamine Receptor: Primary Screen for Potentiators | AID 485347, 2010 | HEK293 T-REx D2, calcium flux, EC20 dopamine potentiation | D(2) dopamine receptor (Homo sapiens), P14416 | potentiation, % at 10 µM | actives 0.34% (n = 340,000);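 active = potentiation over 3 SD above the plate norm, cut at about 30% in these data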; also: 0% is about no effect
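Potentiation of an EC20 dopamine calcium response is measured in a force-coupled, tetracycline-inducible Hek293 Trex D2 line. Compound-only kinetic reads over 180 s flag agonists before dopamine addition.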
D1 ag = Allosteric Agonists of the Human D1 Dopamine Receptor: qHTS | D(1A) dopamine receptor (Homo sapiens), P21728 | HEK293 T-REx D1 cells, calcium flux, agonist mode | activation, % at 2 µM | actives 1% (n = 360,000); in the data active = activation above about 30%; also: 0% is about no effect
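Agonism was scored from calcium flux recorded over 180 s (1 read/s) after pintool compound addition, following a 10-cycle baseline. Cells were inducible force-coupled HEK293 TREx D1, plated overnight at 30 C and loaded with no-wash calcium dye.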
RXFP1 antag = qHTS Assay for Antagonists of the Relaxin Receptor RXFP1 | Relaxin receptor 1 (Homo sapiens), Q9HBX9 | HEK293-RXFP1, relaxin-stimulated cAMP HTRF, 30 min; active compounds read low | activity change, negative = inhibition, % at 57.5 µM | actives 0.59% (n = 350,000);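 active = activity change of -60% or lower, but not beyond a set lower limit; inconclusive = change between -60% and -40%, or beyond the set limit; inactive = change above -40%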; also: % is scaled to controls: 0 for no effect and ±100 for the full control effect
Target sequence (Q9HBX9 whole entry, looked up): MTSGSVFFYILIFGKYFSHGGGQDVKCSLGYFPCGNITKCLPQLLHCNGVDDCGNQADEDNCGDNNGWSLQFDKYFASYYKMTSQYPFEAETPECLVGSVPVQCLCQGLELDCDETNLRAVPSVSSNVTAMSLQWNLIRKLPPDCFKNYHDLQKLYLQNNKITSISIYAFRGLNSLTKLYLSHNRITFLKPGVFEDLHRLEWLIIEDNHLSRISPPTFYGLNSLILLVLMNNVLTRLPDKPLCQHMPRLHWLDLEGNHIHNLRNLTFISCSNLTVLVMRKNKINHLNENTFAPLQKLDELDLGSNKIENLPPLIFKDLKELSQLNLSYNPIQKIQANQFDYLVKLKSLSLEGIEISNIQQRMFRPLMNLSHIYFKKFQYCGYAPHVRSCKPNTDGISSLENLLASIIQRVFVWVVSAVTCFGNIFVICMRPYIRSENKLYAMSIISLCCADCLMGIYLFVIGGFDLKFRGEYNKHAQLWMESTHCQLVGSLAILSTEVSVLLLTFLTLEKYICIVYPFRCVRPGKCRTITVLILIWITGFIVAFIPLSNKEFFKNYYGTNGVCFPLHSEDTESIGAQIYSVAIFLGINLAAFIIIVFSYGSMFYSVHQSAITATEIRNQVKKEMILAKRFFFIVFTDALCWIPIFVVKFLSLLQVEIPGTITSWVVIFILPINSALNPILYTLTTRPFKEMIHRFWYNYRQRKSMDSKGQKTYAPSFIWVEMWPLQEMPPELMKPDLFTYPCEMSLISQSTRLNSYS
D2 agonist = HTS Assay for Allosteric Agonists of the Human D2 Dopamine Receptor: Primary Screen for Agonists; D(2) dopamine receptor (Homo sapiens), P14416; AID 485358, 2010; activation, % at 2 µM; actives 0.53% (n = 340,000); HEK293 T-REx D2 cells, calcium flux agonist mode;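 active = activation over 3 SD above normal in the single-dose calcium agonist read, cut at about 30% in these data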; also: 0% is about no effect
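HEK293 Trex D2 cells, tetracycline-induced, o/n 30 C 5% CO2; no-wash Ca dye, RT 30–90 min; 10-cycle baseline, 23 nl cpd added, kinetic Ca read 180 s; agonist hits = positive Ca response.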
D1 antagonist = Antagonist of Human D 1 Dopamine Receptor: qHTS; activity change, negative = inhibition, % at 10 µM; actives 3.2% (n = 360,000); D(1A) dopamine receptor (Homo sapiens), P21728; HEK293 TREx D1 cells, calcium flux, dopamine EC80; active compounds read low; in the data active = activity change below about -30%; also: % is scaled to controls: 0 for no effect and ±100 for the full control effect
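Antagonism measured as reduced calcium response to an EC80 dopamine addition following 180 s compound pre-read; cells were inducible HEK293 Trex D1 plated overnight at 30 C, read kinetically at 1 cycle/sec.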
D2 antagonist = HTS Assay for Allosteric Antagonists of the Human D2 Dopamine Receptor: Primary Screen for Antagonists; HEK293 TREx D2 cells, calcium flux, dopamine EC80; inhibition, % at 10 µM; actives 2% (n = 340,000); AID 485344, 2010; in the data active = inhibition above about 30%; also: 0% is about no effect
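In this primary screen, negative modulation is detected by tracking calcium flux after an EC80 dopamine challenge in inducible HEK293 T-REx D2 cells preexposed to test compound for 180 s.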
RXFP1 ag = qHTS Assay for Agonists of the Relaxin Receptor RXFP1; AID 2676, 2010; HEK293T-RXFP1 cAMP TR-FRET, 30 min; response scale: percent of porcine relaxin response, buffer zero; Potency, µM (titrated, usually from 57.5 µM), for inactives: at the top dose activation, usual class: activators; Relaxin receptor 1 (Homo sapiens), Q9HBX9; actives 0.3% (n = 370,000); active = well fitted activation curve with a large enough effect; inconclusive = small, poorly fitted or top-dose-only effect; also: potency is read from the fitted curve at half-maximal effect; % is scaled to controls: 0 for no effect and ±100 for the full control effect; nearly all actives have a fitted effect of over 60% in size; many of its hits are not listed in these tables
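HEK293 cells stably expressing RXFP1, treated 30 min at 37C with compounds plus PDE4 inhibitor Ro 20174; cAMP measured by HTRF TR-FRET. Normalized to buffer and 29 nM porcine relaxin; EC50 by Hill fit.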
TRHR PAM = qHTS for Small Molecule Agonists and Allosteric Enhancers of Human TRH Receptor: Primary Screen for Enhancers | TRHR cells, fluo-8 calcium fluorescence, EC20 TRH enhancement | AID 493056, 2011 | enhancement, % at 2 µM | actives 0.66% (n = 360,000) | Thyrotropin-releasing hormone receptor (Homo sapiens), P34981; in the data active = enhancement above about 30%; also: 0% is about no effect
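TRHR-expressing cells loaded with fluo-8 calcium dye were read kinetically (ex 480/em 530) during compound addition, then stimulated with an EC20 of TRH (10 nM final). Enhancement of the Gq-mediated intracellular calcium response was scored.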
D1 potentiator = Potentiators of Human D1 Dopamine Receptor: qHTS; D(1A) dopamine receptor (Homo sapiens), P21728; potentiation, % at 10 µM; HEK293 TREx D1 cells, calcium flux, dopamine EC20 potentiation; actives 0.036% (n = 360,000); in the data active = potentiation above about 30%; also: 0% is about no effect
Numbers without * were called inactive; ? = inconclusive; · = not tested or not shown. These rows are one share of the data; count on the stated rates, not on these rows.

SMILES | D2 potentiator | D1 ag | RXFP1 antag | D2 agonist | D1 antagonist | D2 antagonist | RXFP1 ag | TRHR PAM | D1 potentiator
CN(C)S(=O)(=O)N1CCN(S(=O)(=O)c2ccc3ccccc3c2)CC1 | -4.0 | 3.7 | 2.3 | 1.1 | -20.8 | -1.2 | -0.4% | -8.7 | -12.2
COC(=O)CCC(=O)Nc1ccc(N=Nc2ccccc2)cc1 | 2.6 | 5.8 | -12.1 | 1.5 | -22.4 | -7.1 | 0.4% | 1.2 | -2.8
Cc1ccc(N2C(=O)CC(N3CCN(C4CCc5ccccc5C4)CC3)C2=O)cc1 (stereo not given) | -2.5 | 4.7 | -5.3 | -1.2 | -6.8 | -16.0 | -0.3% | -6.4 | -11.4
Cc1ccc(OCC(=O)NCc2ccccn2)c(Br)c1 | -8.8 | 2.5 | -6.2 | -0.5 | 1.5 | 11.1 | -0.6% | -4.2 | -4.0
Cc1cc(NC(=O)CN2CCC(O)CC2)nc2c1c(=O)oc1ccccc12 | 23.6 | -0.4 | · | 0.2 | 6.2 | · | 4.8% | -1.4 | -2.9
CN(CC(=O)Nc1ccc(F)c(F)c1)S(=O)(=O)c1cccc2nsnc12 | -0.5 | 4.6 | -4.4 | 0.0 | -29.4 | -1.0 | 0.2% | 1.7 | 2.9
Cc1ccc(NC(=O)CCCNC(=O)c2ccc(Cl)cc2)c(O)c1 | -5.2 | 3.2 | -1.8 | -1.0 | -32.3* | 4.7 | 1.2% | -2.8 | 1.2
NNC(=O)C(Cc1c[nH]c2ccccc12)NC(=O)c1ccccc1 (stereo not given) | 5.4 | 2.3 | -11.4 | -0.3 | 21.5 | -7.8 | -2.3% | 11.4 | 1.6
CCc1ccc(N2CC(O)(c3cccs3)[N+]3=C2SCCC3)cc1 (stereo not given) | -2.4 | 9.5 | -9.8 | 1.4 | 19.6 | -9.9 | -0.1% | 1.3 | -10.1
CCCCN(CCCNC(=O)c1cc(Nc2ccc(OC)cc2OC)nc2ccccc12)Cc1ccccc1 | -5.4 | -2.1 | -12.8 | 0.1 | 3.0 | · | 1.9% | 2.4 | 1.6
CCc1cc2c(cc3c(=O)n(CCCC(=O)NCc4ccccc4Cl)nc(CC)n32)s1 | 1.0 | 0.8 | -21.0 | 0.8 | -15.9 | · | 0.1% | 1.9 | -8.2
CCn1cc(S(=O)(=O)c2ccc(OC)cc2)c(=O)c2cc(F)c(N3CCCCCC3)cc21 | -1.8 | 3.3 | -8.3 | -0.5 | 2.5 | · | 0.0% | 11.7 | 0.8
CCCCc1nc2n[nH]c(N)c2c2c1CCC2 | 4.5 | -0.6 | -8.9 | -0.2 | 14.1 | 16.8 | 3.4% | 10.3 | 2.8
COc1ccc(Nc2ncc(C(=O)N3CCN(c4cccc(Cl)c4)CC3)c3ccccc23)cc1 | -9.3 | -1.3 | · | 0.2 | -4.6 | · | 3.4% | 2.5 | -0.9
O=C(O)c1cnc(-c2ccccc2)nc1Sc1cccc(Cl)c1 | 15.8 | 1.0 | 7.1 | -0.8 | 4.4 | -29.1 | 1.7% | -0.1 | -6.5
Cc1ccc(C(C(=O)NC(C)(C)C)N(Cc2ccccc2)C(=O)c2snc(C(N)=O)c2N)o1 (stereo not given) | 5.3 | 1.9 | -25.4 | 0.8 | 2.6 | -26.4 | 0.4% | -13.4 | -3.1
COc1ccc(N2CCN(C3CCCN(C(=O)c4ccoc4)C3)CC2)cc1 (stereo not given) | -3.3 | 2.6 | -6.0 | 5.2 | -10.5 | 9.4 | 5.8% | 0.8 | -1.9
Nc1nc(N)c2c(ccc3nccc32)[nH]1 | 9.1 | 0.6 | -8.1 | -0.5 | 9.7 | -5.8 | 7.4% | 2.2 | -7.2
CN1CCN(c2ccc(Cl)cc2NC(=O)CCN2C(=O)c3ccccc3C2=O)CC1 | -2.0 | 2.3 | -1.1 | -0.2 | -11.5 | 9.0 | 3.1% | -4.3 | -5.7
CN(O)C(=O)Nc1ccc([N+](=O)[O-])cc1 | 5.2 | 2.2 | 0.2 | -0.6 | 1.7 | 1.8 | 0.5% | 0.9 | -6.5

Entries of single compounds, looked up by structure. Screens in order: D2 potentiator, D1 ag, RXFP1 antag, D2 agonist, D1 antagonist, D2 antagonist, RXFP1 ag, TRHR PAM, D1 potentiator
`CN1CCN(c2ccc(Cl)cc2NC(=O)CCN2C(=O)c3ccccc3C2=O)CC1` across the screens: -2.0, 2.3, -1.1, -0.2, -11.5, 9.0, 3.1%, -4.3, -5.7
`CN(C)S(=O)(=O)N1CCN(S(=O)(=O)c2ccc3ccccc3c2)CC1` across the screens: -4.0, 3.7, 2.3, 1.1, -20.8, -1.2, -0.4%, -8.7, -12.2

Following part:
SMILES | D2 potentiator | D1 ag | RXFP1 antag | D2 agonist | D1 antagonist | D2 antagonist | RXFP1 ag | TRHR PAM | D1 potentiator
N#Cc1c(N)nc(SCC(=O)NCc2ccc3c(c2)OCO3)c(C#N)c1-c1cccs1 | · | 2.0 | 3.3 | · | -8.2 | · | 1.3% | 10.3 | -1.1
COc1ccc(-c2c(C)nn3c(C)cc(C)nc23)cc1 | -3.2 | -2.4 | -4.0 | -3.8 | 0.3 | -18.6 | 2.4% | 1.0 | -7.2
COc1ccc(N2C(=O)CC(NCc3cccc(F)c3)C2=O)cc1 (stereo not given) | · | 4.7 | -1.4 | · | 2.3 | · | 0.1% | 3.7 | 8.1
CC1Cc2ccccc2N1C(=O)Cn1c(=O)oc2cc(S(=O)(=O)NC3CCCC3)ccc21 (stereo not given) | 2.0 | 3.1 | · | 0.4 | -9.9 | -27.5 | -0.2% | 15.0 | -0.2
CC(=O)Nc1sc(NC(=O)c2ccco2)nc1-c1cccs1 | · | 1.7 | 9.3 | 0.8 | -17.8 | 2.1 | 0.2% | 0.5 | 3.9
CCOc1ccc(NC(=O)CN(C)C(=O)c2cc(-c3cccs3)nn2-c2ccccc2)cc1OCC | -5.4 | 0.7 | -17.7 | 1.4 | -57.0* | -2.9 | 0.5% | -4.5 | -3.9
Cc1cc(C)nc(NS(=O)(=O)c2ccc(-n3cccc3)cc2)n1 | 1.0 | -1.8 | -4.0 | 0.5 | 3.7 | -19.5 | -0.2% | -0.5 | -2.3
CCOc1ccc(C(=O)NC2CCN(C(=S)Nc3ccccc3C)CC2)cc1 | -3.1 | 0.5 | 1.5 | 0.2 | 3.6 | -5.7 | 0.9% | 0.4 | -0.5
COc1ccc(C(=O)Nc2cnn(Cc3ccc(Cl)cc3)c2)cc1OC | 6.5 | 4.4 | 0.9 | 0.5 | 1.5 | -13.7 | 2.0% | 6.1 | -3.0
CN1CCN(c2ccccc2NC(=O)COc2ccc(C3CCCCC3)cc2)CC1 | -3.1 | 11.1 | -16.0 | 0.1 | -13.6 | -4.8 | 1.3% | 25.0 | 37.7*
CN(CC1COc2ccccc2O1)C(=O)c1ccc(Cl)c(S(=O)(=O)N2CCCCCC2)c1 (stereo not given) | 5.0 | 0.9 | -11.1 | 0.1 | 12.9 | 10.8 | 1.3% | -1.6 | 0.6
Cc1nc(-c2ccc(S(=O)(=O)N3CCCN(CCc4ccccc4)CC3)s2)cs1 | -32.8 | 31.1* | -28.4 | -0.6 | -21.8 | -27.0 | 7.5% | -1.4 | -3.8
CC(=O)Nc1ccc(NC(=O)CSc2nnc(NC(=O)c3ccco3)s2)cc1 | -13.8 | 0.4 | -1.8 | 0.5 | 11.8 | -4.5 | 0.1% | -0.8 | -15.9
O=C1[C@@H]2[C@H]3CC[C@H](C3)[C@@H]2C(=O)N1O | 6.9 | 0.7 | -12.4 | 0.7 | -16.1 | -9.5 | -1.7% | -1.6 | -5.8
O=C1c2ccccc2C(Nc2cccc(C(F)(F)F)c2)N1Cc1ccco1 (stereo not given) | -1.8 | -0.5 | -17.5 | -0.4 | -0.3 | -0.2 | -0.7% | -2.6 | 2.8
CCOc1ccc(/C(O)=C2\C(=O)C(=O)N(c3cc(C)on3)C2c2ccccc2OC)cc1 (stereo not given) | 1.0 | 2.7 | -3.8 | -0.6 | 0.2 | -15.1 | ? | 3.8 | 0.5
N#Cc1nc(Cc2ccccc2)oc1NCc1cccnc1 | 1.7 | 1.9 | -22.2 | -0.4 | -25.0 | -6.2 | 2.7% | 1.4 | -6.2
CCN(C(=O)c1c(N)cnn1C)c1ccccc1 | 13.1 | -2.9 | -1.4 | 0.5 | 9.3 | 3.7 | 1.6% | -4.8 | 4.8
CCCCCn1c(CNC(=O)c2cccs2)nc2ccccc21 | -5.2 | 2.3 | 8.3 | 0.5 | 8.4 | -11.8 | 1.7% | -4.9 | -5.6
CCNC(=O)N1CCCC(C(=O)c2ccc(C(F)(F)F)cc2)C1 (stereo not given) | 11.2 | -1.8 | 0.8 | 1.4 | -15.1 | -7.8 | -1.1% | 2.3 | -0.7
CCOc1ccccc1N=Nc1c(C)[nH]n(C(N)=S)c1=O | 7.2 | -1.5 | 20.4 | 0.4 | -3.8 | -1.0 | 0.0% | -17.4 | 12.7
O=C(CNc1ccccc1)N/N=C/c1ccc2c(c1)OCO2 | -8.3 | -0.6 | -4.5 | -0.5 | 7.7 | 37.3* | 1.0% | -1.6 | -2.5
COC(=O)c1ccc(-c2nc(O)c3cnccn23)cc1 | 0.3 | 1.3 | -5.6 | · | 3.8 | · | 0.3% | 0.3 | -0.5
COc1cc(/C=N/NC(=O)c2ccncc2)cc2c1OCO2 | -7.4 | 1.1 | 4.5 | 0.8 | 9.1 | 8.5 | 2.1% | -2.8 | 2.6

Some entries already given, showing only D2 antagonist.
smiles	D2 antagonist
Cc1cc(C)nc(NS(=O)(=O)c2ccc(-n3cccc3)cc2)n1	-19.5
CCOc1ccc(C(=O)NC2CCN(C(=S)Nc3ccccc3C)CC2)cc1	-5.7
COc1ccc(C(=O)Nc2cnn(Cc3ccc(Cl)cc3)c2)cc1OC	-13.7

Grouped by structure: the compounds so far with a cyano group
SMILES | D2 potentiator | D1 ag | RXFP1 antag | D2 agonist | D1 antagonist | D2 antagonist | RXFP1 ag | TRHR PAM | D1 potentiator
N#Cc1c(N)nc(SCC(=O)NCc2ccc3c(c2)OCO3)c(C#N)c1-c1cccs1 | · | 2.0 | 3.3 | · | -8.2 | · | 1.3% | 10.3 | -1.1
N#Cc1nc(Cc2ccccc2)oc1NCc1cccnc1 | 1.7 | 1.9 | -22.2 | -0.4 | -25.0 | -6.2 | 2.7% | 1.4 | -6.2
